# Pf apPOL block: Pf-apPOL inhibitors, biochemical, fluorescence | Plasmodium falciparum apicoplast DNA polymerase (apPOL) | Recombinant Pf-apPOL, molecular beacon fluorescence, 1.5 h | inhibition, % at 10 µM | actives 0.25% (n = 210,000)
# mHTT CaM bind: mutant huntingtin-calmodulin interaction inhibitors – biochemical, AlphaScreen, primary screen; actives 3.6% (n = 190,000); AID 1671202, 2021; AlphaScreen His-mHTT/GST-CaM binding, luminescence; inhibition, % at 15 µM; P42858;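 note: 0% = both proteins with DMSO and 100% = one protein alone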
# Numbers without * were called inactive; · = no result given; & = joins results of further samples. Cut-off read from the data, not from the text of the source: active = inhibition above about 50%; inactive = the rest.
SMILES,Pf apPOL block,mHTT CaM bind
COc1cccc2cc(-c3nc(Nc4ccccc4)sc3C)c(=O)oc12,-5,9
Cc1cc(NC(=O)c2ccc(NC(=O)c3ccco3)cc2)no1,0,2
Cc1ccc(-c2nnc(C)c(NCc3cccs3)n2)cc1,-1,6
CC(C)N(Cc1ccccc1)S(=O)(=O)c1ccc2ccccc2c1,-1,·
O=C(c1ccc(OCC2CCCN2C(=O)Cc2cccc(F)c2)cc1)N1CCCC1 (centres undefined),7,7
COc1ccc2c(c1)OC(=Cc1c(Cl)cccc1Cl)C2=O,-8,4
CCN(C(=O)C1CCCN(c2ncnc3c2nc2n3CCCCC2)C1)c1cccc(C)c1 (centres undefined),1,19
c1ccc(CN2CCc3ccccc3C2)nc1,-4,3
CCOc1ccccc1C(=O)N1CCC2(CC1)NC(=O)c1cc(C)ccc1N2CC,1,20
CCc1ccc(-n2[nH]c3c(cnc4ccc(C(=O)N5CCCC5)cc43)c2=O)cc1,4,-4
CC(O)CCc1sc2ccccc2[n+]1C (centres undefined),-1,4
CS(=O)(=O)c1ccc2nc(NC(=O)c3ccno3)sc2c1,0,9
O=S(=O)(c1cc(C(F)(F)F)ccn1)c1cccs1,-1,·
Cc1oc(C2CCN(C(=O)Nc3ccc(F)cc3)CC2)nc1C(=O)N(C)C,2,-15
COc1ccc(-c2cc(-c3ccccc3)nc(N3CCOCC3)n2)cc1OC,-2,-9
Cc1ccc(F)cc1NC1OC(=O)c2ccccc21 (centres undefined),-9,-4
CC(C)c1cc(NC(=O)C(C)(C)C)cc(C(C)C)c1O,-6,-2
Cc1cc(C2CCCN2C(=O)c2cnn3c(C(F)(F)F)cc(-c4ccccc4)nc23)no1 (centres undefined),0,10
O=C(c1cccc([N+](=O)[O-])c1)c1ccc2c(c1)C(=O)N(N1C(=O)c3ccccc3C1=O)C2=O,-1,-6
Cc1ccc(C)c(OCc2nc(-c3ccccn3)no2)c1,3,-6
Cc1nc(N2CCCC2)c2c(C)nn(-c3ccccc3)c2n1,2,-8
CC(C)CCNC(=O)C1(C)CCC(=O)N1CCCN1CCN(c2cccc(Cl)c2)CC1 (centres undefined),1,22
CC(C)COC(=O)C1C2C=CC3(CN(c4cccc(Cl)c4)C(=O)C13)O2 (centres undefined),-1,-6
CCOC(=O)c1csc(-n2cccc2)n1,-10,·

# Brought forward from above: five entries, followed by the next part.
SMILES,Pf apPOL block,mHTT CaM bind
Cc1ccc(C)c(OCc2nc(-c3ccccn3)no2)c1,3,-6
Cc1nc(N2CCCC2)c2c(C)nn(-c3ccccc3)c2n1,2,-8
CC(C)CCNC(=O)C1(C)CCC(=O)N1CCCN1CCN(c2cccc(Cl)c2)CC1 (centres undefined),1,22
CC(C)COC(=O)C1C2C=CC3(CN(c4cccc(Cl)c4)C(=O)C13)O2 (centres undefined),-1,-6
CCOC(=O)c1csc(-n2cccc2)n1,-10,·
Cc1ccc(NC(=O)N2CCCC(CCC(=O)NCCN3CCCC3)C2)cc1 (centres undefined),-4,30
COc1cc(CN2CCc3ccccc3C2)cc(OC)c1,-11,-6
N#Cc1ccccc1NC(=O)C(=O)NCc1ccccc1Cl,-8,-10
O=C(NCc1ccc(Cl)cc1)c1cn(-c2cccc(F)c2)nn1,-2,-5
CCC(=O)Nc1ccc(C2(C(=O)NCC(C)C)CCCCC2)cc1,-7,-10
Clc1ccc(Nc2nc(Cl)nc(NCCN3CCOCC3)n2)cc1,-8,4
O=C(c1nc(-c2cccs2)cs1)N1CCCC1,-4,-8
Cn1c(C(=O)NCc2cccnc2)cc2c1CCN(Cc1ccccc1)C2,-2,14
Cc1cc(C)c2c(C3Oc4ccccc4C3O)cc(=O)oc2c1C (centres undefined),3,0
CCC(=O)N1CCN(c2cc(Oc3ccc(Cl)cc3)ncn2)CC1,-16,2
CNC(=O)c1cc2c(=O)n3cccc(C)c3nc2n(CC2CCCO2)c1=N (centres undefined),-1,-1
CCCCCCCc1ccc(C(=O)ON=Cc2c(Cl)cccc2Cl)cc1,-78&-3,·

# Single values from the entries so far:
# COc1cc(CN2CCc3ccccc3C2)cc(OC)c1 in Pf apPOL block is entered as -11
# Cc1cc(C)c2c(C3Oc4ccccc4C3O)cc(=O)oc2c1C (centres undefined) in mHTT CaM bind is entered as 0

# (cont.)
SMILES,Pf apPOL block,mHTT CaM bind
Cc1c(Cl)cccc1-c1ccc(C(=O)Nc2ccccc2[N+](=O)[O-])o1,19,14
COc1ccccc1[C@H]1C(c2ccccc2)=NN(c2ccccc2)[C@@H]1CO,-1,5
Cc1cccn2c(=O)c3cc(C(N)=O)c(=N)n(Cc4ccco4)c3nc12,-6,-3
COc1ccc2cc3cc(C(=O)Nc4cccc([N+](=O)[O-])c4C)sc3nc2c1,1,7
O=C(C=Cc1ccc2c(c1)OCO2)N1CCC2(CC1)OCCCO2,-6,-1
Cc1ccc(-c2noc(C3CCCN3S(=O)(=O)c3cccc(Cl)c3C)n2)cc1 (centres undefined),-1,-47
CC12CCC(C(=O)N3CCCCC3)(CC1=O)C2(C)C (centres undefined),-10,-1
Cc1c(Br)cc(C(=O)N2CCCC2)c(C)c1C,-6,3
COc1ccc(C2CC(=O)C3=C(C2)Nc2ncnn2C3c2cccc(OC)c2OC)cc1 (centres undefined),1,11
CC(=O)N1CCc2cc(N3CC(C(=O)Nc4cc(F)ccc4Cl)CC3=O)ccc21 (centres undefined),-1,4
CCN(CC)C(=O)Cn1c(=O)n(-c2ccccc2)c(=O)c2sccc21,2,2
Cc1ccccc1-n1c(SCc2cccc(F)c2)nc2[nH]ncc2c1=O,-6,26
Cc1sc2nc3c4ccccc4c(-c4ccccc4)nn3c(=O)c2c1C,1,0
O=S(=O)(NC1CC1)c1ccc(Cl)cc1,-5,-9
Cc1nc(C)n(CC(C)C(=O)Nc2cc(Cl)cc(Cl)c2)n1 (centres undefined),-1,-7
O=C(c1ccco1)N1CCC(c2nncn2Cc2ccccc2)CC1,-1,1
COc1cc(C=CC(=O)NCC2(O)CCCC2)cc(OC)c1OC,1,-2
O=C(c1ccc(Cn2cncn2)cc1)N1CCN(c2ccccc2F)CC1,0,-5
O=C(O)c1c[nH]c2ccc(Br)cc2c1=O,-6,6
O=C(Nc1cccc(Br)c1)c1cc2ccccc2oc1=O,0,1
O=C(CCc1ccccc1)N1CCCN(c2ncccc2-c2nc(C3CC3)no2)CC1,-4,-25
O=C(c1ccc(/C=C2\Sc3ccccc3N(Cc3ccc(F)cc3)C2=O)cc1)N1CCOCC1,-1,23
Cc1nc(-c2ccccc2)cc(=O)[nH]1,-4,·
CNc1nccc(N2CCC(CC(=O)NCc3cccc(OC)c3OC)CC2)n1,-8,12
COC(=O)c1ccc(C=C2SC(=S)N(C(CCC(=O)O)C(=O)O)C2=O)cc1 (centres undefined),0,10
CC(O)(/C=C1\Oc2ccc([N+](=O)[O-])cc2C1N1CCOCC1)C1CC2C=CC1C2 (centres undefined),-9,18
CC(C)C(=O)N1CCC(CCOc2ccncc2)CC1,-2,-3
c1ccc(-n2ncc3c(N4CCc5ccccc54)ncnc32)cc1,-9&-6,5
O=C(Nc1ccc(Cl)cc1)c1ccc2nc3ccccc3nc2c1,-7,14
CC(C)NC(=O)NC1CCN(C(=O)c2cccc(F)c2)C1 (centres undefined),-1,-3
COc1cc(/C=c2\sc3nc(=O)c(-c4ccccc4)nn3c2=O)ccc1OCC(C)C,-3,2
Cc1ccc(CNC(=O)C2CCN(c3ccc(N4CCCC4)nn3)CC2)cc1,4,22
COc1ccc(C(=O)C=Cc2ccc(Cl)cc2)c(O)c1,-3,13
CSc1oc(-c2cccs2)nc1S(=O)(=O)c1ccc(Br)cc1,-6,1
O=C(Nc1cccc(C(F)(F)F)c1)c1cnc2ccccc2n1,-5,-1
CC1(C)Cc2c(c(N3CCOCC3)nc3sc4c(NCC5CCCO5)nnnc4c23)CO1 (centres undefined),-4,7
CCOc1ccc(NC(=O)Cc2ccc(OC)cc2)cc1,-1,4
COc1cc2c(cc1OC)C(C(=O)NCc1ccccn1)C(c1ccc(SC)cc1)N(C)C2=O (centres undefined),-5,33
Cc1cc(=O)n(CC2CC2)c2cc(OCC(=O)N3CCOCC3)ccc12,-8,0
COc1ccccc1NC(=O)c1ccc(-c2ccc(Cl)cc2)o1,10,1
COc1ccc(NC(=O)c2ccccc2Sc2ccc([N+](=O)[O-])cc2)cc1,-1,6
Cc1cccc2nnc(N3CCN(C(=O)C4CCCCC4)CC3)n12,5,-1
CC(C)C1C(=O)N(Cc2cn(Cc3ccco3)nn2)CCS(=O)(=O)N1Cc1ccc(-c2ccc(F)nc2)cc1 (centres undefined),-7,60*
COc1ccc(Cl)cc1NC(=O)N1CCC2(CC1)NC(=O)c1ccc(F)cc1N2C,-4,9
CC1CCCN(C(C(=O)NC2CCCC2)c2cc3c(cc2[N+](=O)[O-])OCO3)C1 (centres undefined),0,8
Cc1ccc2[nH]cc(-c3nc(-c4ccc(C(F)(F)F)cc4)no3)c(=O)c2c1,-6,-15
CCCCOc1ccc(OCCCC)c2c1NC1(N2)C(=O)Nc2ccc([N+](=O)[O-])cc21,-4,9
CCC(=O)NCCc1csc(C2CCN(C(=O)c3cc(C)ccc3C)CC2)n1,1,15

# Record cards, as listed above. Screens in order: Pf apPOL block	mHTT CaM bind
# CSc1oc(-c2cccs2)nc1S(=O)(=O)c1ccc(Br)cc1 as listed: -6	1
# Cc1ccc(CNC(=O)C2CCN(c3ccc(N4CCCC4)nn3)CC2)cc1 as listed: 4	22
# Cc1cc(=O)n(CC2CC2)c2cc(OCC(=O)N3CCOCC3)ccc12 as listed: -8	0
# COc1ccc2cc3cc(C(=O)Nc4cccc([N+](=O)[O-])c4C)sc3nc2c1 as listed: 1	7

# Next results
SMILES,Pf apPOL block,mHTT CaM bind
NS(=O)(=O)c1ccc(CCNC(=O)CSc2ncnc3c2sc2ccccc23)cc1,-19,8
Cc1ccc(C(=O)N2CC3CC2CC3NS(=O)(=O)c2ccccc2)s1 (centres undefined),-2,3
CC(O)C(=O)NS(=O)(=O)c1ccc(Cl)cc1 (centres undefined),2,4
CCOc1ccccc1C(=O)N1CCC(C(=O)NCCc2csc(C)n2)CC1,0,4
c1cc(-c2noc(C3CC3)n2)cc(N2CCOCC2)n1,-2,-11
CCC(C(=O)Nc1ncc(S(=O)(=O)c2ccc([N+](=O)[O-])cc2)s1)c1ccccc1 (centres undefined),-2,61*
CN(C)S(=O)(=O)Nc1nc2ccc(S(C)(=O)=O)cc2s1,·,-3
O=C(CN1C(=O)/C(=C/c2cccc(Cl)c2)Sc2ccccc21)N1CCOCC1,1,44
COc1ccc(C2C(C#N)=C(N)Oc3n[nH]c(-c4ccc5c(c4)OCO5)c32)cc1O (centres undefined),-2,18
C#CCOCC1CCN(C(=O)NCc2cccs2)CC1,-11,2
Cc1ccc(F)cc1NC=C1C(=O)OC(C)(C)OC1=O,-6,-4
COc1cc2c(cc1OC)C(C(=O)N1CCCC1)C(c1ccc(SC)cc1)N(C)C2=O (centres undefined),-17,9
COc1ccc(SCCC(=O)NNS(=O)(=O)c2ccc(-c3ccccn3)s2)cc1,-6,·
Cc1ccc(NS(=O)(=O)c2ccc(NS(=O)(=O)c3ccccc3)cc2)c(C)c1,0,-6
O=C(CSc1nc2ccccc2s1)Nc1ccccc1Br,-6,-10
O=C(CCc1cccc2[nH]ccc12)Nc1ccc2c(c1)OCO2,-5,26
O=C(CCS(=O)(=O)c1ccc(F)cc1)N1CCOCC1,-6,2
COc1ccccc1C(=O)N1CCN(C(=O)c2nnn3c2COC(c2ccccc2)C3)CC1 (centres undefined),4,9
CS(=O)(=O)N1CCN(c2ccc(F)cc2)CC1,·,-8
CC(C)CNC(=O)C1COC2(CCCCC2)N1C(=O)Cc1cccs1 (centres undefined),0,-2
Cn1c2c(c(=O)n(C)c1=O)C(c1cccc([N+](=O)[O-])c1)C1C(=O)c3ccccc3C1=N2 (centres undefined),-11,0
Cc1ccc(C(=O)N2CCCC(c3nc(-c4cccnc4)n[nH]3)C2)cc1 (centres undefined),1,-4
COc1cccc(C2CC(c3ccccc3Cl)Nc3nc(N)nn32)c1 (centres undefined),-3,30
CCCNC(=O)Cn1cccc1-c1nc(-c2ccc(Cl)cc2)cs1,-2,-6
O=C(Nc1cccc(-c2ncon2)c1)C(Cl)(Cl)Cl,-2,·
Cc1ccccc1-n1nc2c(c1NC(=O)c1ccc3c(c1)OCO3)CS(=O)(=O)C2,-7,1
O=C(O)C=CC(=O)Nc1ccc(C2CCCCC2)cc1,3,·
CC(C)=CCC/C(C)=C/CN1CCCC(C(N)=O)C1 (centres undefined),0,19
C=CCSc1nnc(-c2ccc(Cl)cc2)n1CC(OC)OC,6,·
CCCCC(CCC(=O)Nc1ccccn1)C(=O)O (centres undefined),-2,-5
COc1ccccc1C=C1Oc2c(ccc(O)c2CN2CCCC(C)C2)C1=O (centres undefined),-10,7
CCCCNc1nc(NCCOC23CC4CC(CC(C4)C2)C3)nc(OCC(F)(F)F)n1,-5,-8
COc1cccc(OC)c1C(=O)c1cc[n+](C)cc1,-9,·
Cn1ccnc1Sc1nc2c(c(=O)n(C)c(=O)n2C)n1Cc1ccc(F)cc1,-1,0
O=C1C(=O)N(CCO)C(c2cccc(F)c2)C1=C(O)c1ccc(Br)cc1 (centres undefined),-10,1
O=C(NCc1cccnc1-c1ccccc1)c1ccc2c(c1)OCO2,-10,0
CCOc1ccc(C(=O)c2ccc(C)cc2)cc1,-3,-73
Cc1cc(C(=O)N2CCC(c3cc(N)on3)CC2)no1,3,2
c1ccc(CCN2CCC(N3CCC(N4CCCCC4)CC3)CC2)cc1,44,-2
CCOc1cccc(CN2CCC(C(=O)N(CCO)Cc3ccccc3)CC2)c1O,-2,5
O=C1C(Br)=C(Br)C(=O)c2ccccc21,15,100*

# 2 entries from above, bar-delimited:
SMILES | Pf apPOL block | mHTT CaM bind
c1ccc(CCN2CCC(N3CCC(N4CCCCC4)CC3)CC2)cc1 | 44 | -2
CCOc1cccc(CN2CCC(C(=O)N(CCO)Cc3ccccc3)CC2)c1O | -2 | 5
